Compound activity: PubChem BioAssay, National Center for Advancing Translational Sciences (NCATS)
FBPA coupling cs: qHTS Assay for Inhibitors of Fructose-1,6-bisphosphate Aldolase from Giardia Lamblia: Coupling assay counterscreen; coupling enzyme system counterscreen, AmpLite Red fluorescence; 290,000 compounds, 0.67% hits; activity change, negative = inhibition, % at 58.2 µM, hits read low; in the data active = activity change below about -30%
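First, compound is pin-transferred into glyceraldehyde-3-phosphate coupling-enzyme reagent at 57.5 uM final and held 10 min at RT. Next, substrate, coupling system and AmpLite Red are added. After 20 min RT, fluorescence (525/598 nm) is read.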
Giardia killer: Small Molecules that selectively kill Giardia lamblia: qHTS; Giardia lamblia trophozoite viability; activity change, % at 7.66 µM, hits read low; AID 540267, 2011; 340,000 compounds, 0.15% hits; in the data active = activity change below about -80%; inconclusive = between about -30% and that limit;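 note: parasites exposed to compound for two days anaerobically before the ATP read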
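Luminescence from cellular ATP indicates surviving trophozoites (100 cells/well) following 48 hrs anaerobic compound treatment at 37 deg C; signal develops 15-30 min at room temperature.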
VP16 counter: VP16 counterscreen qHTS for inhibitors of ROR gamma transcriptional activity | Drosophila S2 Gal4-VP16 UAS-luciferase, luminescence, 20 h | Potency, µM (titrated, usually from 53.6 µM), inactives show at the highest dose activity, negative = inhibition, most hits filed as inhibitors | 310,000 compounds, 3.5% hits | AID 2546, 2010;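 note: Gal4-VP16 expression switched on by copper sulfate through the metallothionein promoter; potency is the fitted concentration of half-maximal effect; nearly all actives have a fitted effect of over 50% in size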
RORgamma inh: qHTS for inhibitors of ROR gamma transcriptional activity | AID 2551, 2010 | Potency, µM (titrated, usually from 53.6 µM), for inactives: at the top dose activity change, negative = inhibition, usual class: inhibitors | Drosophila S2 Gal4-RORgamma UAS-luciferase reporter, 20 h | Nuclear receptor ROR-gamma (Mus musculus), P51450 | 310,000 compounds, 5.4% hits; note: potency is the fitted concentration of half-maximal effect; nearly all actives have a fitted effect of over 60% in size
Target sequence (P51450 whole entry, looked up, the tested form may be a part): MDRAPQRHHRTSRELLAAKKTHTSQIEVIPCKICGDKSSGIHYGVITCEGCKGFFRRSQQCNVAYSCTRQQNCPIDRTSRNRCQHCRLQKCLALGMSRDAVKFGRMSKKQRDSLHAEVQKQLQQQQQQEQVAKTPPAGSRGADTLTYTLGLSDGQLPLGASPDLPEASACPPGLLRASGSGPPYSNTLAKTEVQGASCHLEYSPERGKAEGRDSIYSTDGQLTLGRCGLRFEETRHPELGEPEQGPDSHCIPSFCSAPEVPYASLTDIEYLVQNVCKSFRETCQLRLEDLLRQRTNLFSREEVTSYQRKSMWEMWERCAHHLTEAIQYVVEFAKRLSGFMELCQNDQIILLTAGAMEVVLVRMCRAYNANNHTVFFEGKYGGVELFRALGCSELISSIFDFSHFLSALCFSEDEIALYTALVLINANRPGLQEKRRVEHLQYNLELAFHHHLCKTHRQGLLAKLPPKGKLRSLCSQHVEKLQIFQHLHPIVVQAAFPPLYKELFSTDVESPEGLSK
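In this cell-based reporter format, copper sulfate (700 uM final) drives Gal4–ROR gamma fusion expression from a metallothionein promoter in Drosophila Schneider cells; compounds preincubated 1 hr, reporter read after 20 hr at ambient temperature.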
* hit, by the source's call; ? = inconclusive; nt = not tested or not shown; & = joins results of further samples; [ ] = remark or other dose. Unless noted, calls come from the whole dose curve; as a rule, active = well fitted curve in the direction sought with a large enough effect; inconclusive = small, poorly fitted or top-dose-only effect, or another doubt; inactive = no such curve, though single readings can be large; an effect the other way counts as inactive or inconclusive. % is set by controls: 0 for no effect and ±100 for the full control effect.

Start of the listing, in advance:
mol,FBPA coupling cs,Giardia killer,VP16 counter,RORgamma inh
Nc1nc(NCc2ccccc2Cl)c2[nH]cnc2n1,nt,-12.1,nt,nt
O=S(=O)(Nc1cccnc1)c1cccc2ccccc12,nt,1.5,nt,nt
O=C(Nc1cccc2cccnc12)C(Cl)(Cl)Cl,nt,-8.5,nt,nt
Oc1ccc(Cl)cc1C1C=C(c2ccc3c(c2)OCO3)NC(c2ccc(Br)cc2)N1 (centres undefined),nt,-7.3,nt,nt
O=C(O)c1cc(NCc2cc(O)ccc2O)ccc1O,nt,6.8,nt,nt
OB(O)c1cc2ccccc2s1,2.0,-4.7,1.8%,32.6%
CCCC[C@@H]1CCCO[C@@](C(=O)NCC2CC2)(C(F)(F)F)C1,3.5,-22.3,-2.3%,-21.4%
O=C1CCN(CCc2ccccc2)CCN1C(CSc1ccc(Br)cc1)Cc1ccccc1 (centres undefined),-3.2,3.1,4.2%,?
COC(=O)C1=C[C@@H](C(=O)OC)[C@@H]2C3=C(C(=O)[C@@]2(C)NC(=O)c2ccccc2)[C@H](C)[C@@H]2C(=O)N(Cc4ccccc4)C(=O)[C@@H]2[C@@H]3C1,2.2,19.9,-7.7%,5.8%
COc1ccc(C2/C=C\CN(C(=O)C3CCCCC3)C(Cc3ccccc3)C(=O)N2Cc2ccc(F)cc2)cc1 (centres undefined),-0.7,-5.1,-10.5%,13.4%
COc1ccc(-c2ccoc2)cc1C1C2C=CCC(C)C2C(=O)N1Cc1ccccc1 (centres undefined),-0.7,-2.7,?,-40.3%
O=S(=O)(c1ccccc1Br)N(Cc1ccccc1)Cc1ccco1,0.6,-6.9,-13.2%,2.6%

The list itself, repeating the preview:
mol,FBPA coupling cs,Giardia killer,VP16 counter,RORgamma inh
Nc1nc(NCc2ccccc2Cl)c2[nH]cnc2n1,nt,-12.1,nt,nt
O=S(=O)(Nc1cccnc1)c1cccc2ccccc12,nt,1.5,nt,nt
O=C(Nc1cccc2cccnc12)C(Cl)(Cl)Cl,nt,-8.5,nt,nt
Oc1ccc(Cl)cc1C1C=C(c2ccc3c(c2)OCO3)NC(c2ccc(Br)cc2)N1 (centres undefined),nt,-7.3,nt,nt
O=C(O)c1cc(NCc2cc(O)ccc2O)ccc1O,nt,6.8,nt,nt
OB(O)c1cc2ccccc2s1,2.0,-4.7,1.8%,32.6%
CCCC[C@@H]1CCCO[C@@](C(=O)NCC2CC2)(C(F)(F)F)C1,3.5,-22.3,-2.3%,-21.4%
O=C1CCN(CCc2ccccc2)CCN1C(CSc1ccc(Br)cc1)Cc1ccccc1 (centres undefined),-3.2,3.1,4.2%,?
COC(=O)C1=C[C@@H](C(=O)OC)[C@@H]2C3=C(C(=O)[C@@]2(C)NC(=O)c2ccccc2)[C@H](C)[C@@H]2C(=O)N(Cc4ccccc4)C(=O)[C@@H]2[C@@H]3C1,2.2,19.9,-7.7%,5.8%
COc1ccc(C2/C=C\CN(C(=O)C3CCCCC3)C(Cc3ccccc3)C(=O)N2Cc2ccc(F)cc2)cc1 (centres undefined),-0.7,-5.1,-10.5%,13.4%
COc1ccc(-c2ccoc2)cc1C1C2C=CCC(C)C2C(=O)N1Cc1ccccc1 (centres undefined),-0.7,-2.7,?,-40.3%
O=S(=O)(c1ccccc1Br)N(Cc1ccccc1)Cc1ccco1,0.6,-6.9,-13.2%,2.6%
CCCC[C@@H]1CCCO[C@@](C(=O)NCc2ccc(S(C)(=O)=O)cc2)(C(F)(F)F)C1,-0.2,29.7,1.1%,-18.8%
CC(=O)Nc1ccn(C2OC(C(COC(C)=O)NC(=O)C(C)NC(=O)OC(C)(C)C)C(OC(C)=O)C2OC(C)=O)c(=O)n1 (centres undefined),0.6,?,-6.3%,-11.1%
COc1ccc(-c2ccc(C(C)=O)cc2)cc1C1C2C=CCC(C)C2C(=O)N1Cc1ccccc1 (centres undefined),-7.1,2.4,5.1%,14.4%
OB(O)c1ccc(Cl)s1,3.0,7.6,5.4%,-15.2%
CCCN1CCC(=O)N(C(CSc2ccc(OC)cc2)CC(C)C)CC1 (centres undefined),2.3,16.2,-12.0%,39.3%
CC1CC=CC2C1C(=O)N(Cc1ccccc1)C2c1cccc([N+](=O)[O-])c1 (centres undefined),3.3,?,-3.0%,?
COc1ccc(B(O)O)cc1,2.9,-2.6,9.9%,-15.4%
NS(=O)(=O)Nc1ccccc1Br,-1.2,-11.0,-4.9%,-6.6%
CCC/C=C1/CCCOC(C(=O)NCCOC)(C(F)(F)F)C1 (centres undefined),3.6,-9.2,-17.3%,-4.6%
C=C1CCN(Cc2ccc(OC)cc2)S(=O)(=O)c2ccccc21,-10.0,23.9,2.8%,?
CC(=O)Nc1ccn(C2CC3OCC(NC(=O)C4CCCN4C(=O)OC(C)(C)C)C3O2)c(=O)n1 (centres undefined),-2.4,11.1,-12.2%,0.7%
C[C@@H](CO)[C@H](/C=C/c1ccccc1)CCO[Si](c1ccccc1)(c1ccccc1)C(C)(C)C,-4.6,-15.5,4.9%,11.0%
COc1ccc(-c2ccccc2C2C3C=CCCC3(C)C(=O)N2Cc2ccccc2)cc1 (centres undefined),1.2,11.5,-12.4%,?
Cc1ccc(-c2ccc(C3C4C=CCCC4(C)C(=O)N3Cc3ccccc3)c(F)c2)cc1 (centres undefined),-0.1,-19.0,3.2%,38.3%
C=C1CCN(C(Cc2ccccc2)C(=O)NCc2ccc(Cl)cc2)S(=O)(=O)c2ccccc21 (centres undefined),0.0&0.9,-10.2&-7.4,1.1%&-0.6%,11.3%&19.9%
O=C(O)c1cc(N(Cc2ccccc2O)Cc2ccccc2O)ccc1O,-14.8,7.5,-1.6%,-20.6%
COC(=O)C1=C[C@@H](C(=O)OC)[C@H]2C3=C(C(=O)[C@@]2(C)NC(=O)c2ccccc2)[C@H](C)C(C(=O)OC)=C(C(=O)OC)[C@@H]3C1,3.4,-4.3,-0.4%,-0.4%
CCC(C)C(NC(=O)OC(C)(C)C)C(=O)NC1COC2CC(n3cc(C)c(=O)[nH]c3=O)OC12 (centres undefined),1.0,1.2,0.4%,-3.6%
Cc1ccc(CNC(=O)C2(C(F)(F)F)C/C(=C\CCO)CCCO2)o1 (centres undefined),3.8,-14.6,8.7%,24.4%
C[C@@H]1C(=O)O[C@@H]1[C@@H](C)CO[Si](c1ccccc1)(c1ccccc1)C(C)(C)C,0.8,11.8,-10.7%,-23.2%
CC1CC=CC2C1C(=O)N(Cc1ccccc1)C2c1ccc(-c2cc3ccccc3s2)cc1F (centres undefined),-1.0,24.7,?,15.3%
COc1ccc(SCC(CC(C)C)N2CCN(C)CCC2=O)cc1 (centres undefined),3.3,20.9,11.8%,11.3%
CC(=O)c1ccc(-c2cc(C3C4C=CCC(C)C4C(=O)N3Cc3ccccc3)ccc2F)cc1 (centres undefined),-1.2,16.7,2.4%,-16.3%
CC1CC=CC2C1C(=O)N(Cc1ccccc1)C2c1ccc(-c2ccoc2)cc1F (centres undefined),-1.6,-16.3,?,?
O=C1C2C(c3ccccc3)CC=CC2C(c2cccc([N+](=O)[O-])c2)N1Cc1ccccc1 (centres undefined),2.5,16.6,-1.1%,20.2%
O=C1C2C(c3ccccc3)CC=CC2C(c2cccc(Br)c2)N1Cc1ccccc1 (centres undefined),-1.6,3.3,-3.0%,?
COc1ccc(-c2ccc(N(C)C)cc2)cc1C1C2C=CCCC2(C)C(=O)N1Cc1ccccc1 (centres undefined),-6.4,-11.9,-4.5%,11.8%
COc1ccc(-c2cc(C3C4C=CCC(C)C4C(=O)N3Cc3ccccc3)ccc2F)cc1OC (centres undefined),-1.1,6.5,8.4%,?
CC=C1COC(C(=O)NCCOCCO)(C(F)(F)F)C=C1C=C(C)C (centres undefined),1.3,?,-9.8%,-25.2%
O=S1(=O)C2CC3CCC2(CN1Cc1cccc(F)c1)O3 (centres undefined),0.1,-0.8,-4.0%,10.5%
CCC/C=C1\CCCOC(C(=O)NCc2ccc(C)o2)(C(F)(F)F)C1 (centres undefined),-1.3,8.5,-3.1%,-11.8%
CC(=O)Nc1ccc(SCCN2CCN(CC(C)C)CCC2=O)cc1,3.2,-11.2,-14.6%,-23.8%
COC(=O)C(CCSC)NS(=O)(=O)c1ccccc1Br (centres undefined),5.0,-11.0,-8.7%,0.0%
CCCCCC/C=C/c1ccc(C2C3C=CCC(C)C3C(=O)N2Cc2ccccc2)c(F)c1 (centres undefined),1.3,26.5,-0.6%,-18.7%
CCOC(=O)C(C(=O)OCC)N(Cc1cc(OC)ccc1OC)C(=O)C1CC(CO[Si](C)(C)C(C)(C)C)=CN1C(=O)OC(C)(C)C (centres undefined),-6.2,-5.1,0.9%,15.6%
OCC1OC(n2cnc3c(=S)nc[nH]c32)C(O)C1O (centres undefined),-0.8,-21.0,3.0%&-13.2%,5.8%[10 µM]
CCC(C)C(NC(=O)OC(C)(C)C)C(=O)NC1COC2CC(n3ccc(=O)[nH]c3=O)OC12 (centres undefined),2.4,27.8,5.3%,-21.0%
CCOC(=O)CN(C)C(=O)C1CC(CO[Si](C)(C)C(C)(C)C)=CN1C(=O)OC(C)(C)C (centres undefined),-1.4,-9.3,8.9%,16.0%
C=CCCn1c(Cl)c(C#N)sc1=O,-2.4,56.6[activator],-19.5%,-5.4%
Cc1cn(C2CC3OCC(NC(=O)C(Cc4ccccc4)NC(=O)OC(C)(C)C)C3O2)c(=O)[nH]c1=O (centres undefined),4.7,2.3,-7.9%,-8.3%
COC(=O)C1=C[C@@H](C(=O)OC)C2C3=C(C(=O)[C@]2(C)NC(=O)c2ccccc2)[C@H](C)n2c(=O)n(-c4ccccc4)c(=O)n2[C@@H]3C1 (some centres undefined),0.0,14.1,-9.9%,-20.6%
CC12CCC=CC1C(c1cccc([N+](=O)[O-])c1)N(Cc1ccccc1)C2=O (centres undefined),5.2,-3.7,-6.1%,?
C=C1CCN(C(Cc2ccccc2)C(=O)Nc2ccc(OC)cc2)S(=O)(=O)c2ccccc21 (centres undefined),-1.4,-3.3,-6.3%,-30.4%
COc1ccc(C(CCN2CCOCC2)c2c(OC)cc(OC)c3c2OC(=O)CC3c2ccc(OC)cc2)cc1 (centres undefined),-2.8,12.9,-26.9%,-12.3%
COc1cc(C(CCN2CCCCC2)c2c(OC)cc(OC)c3c2OC(=O)CC3c2ccc(N(C)C)cc2)cc(OC)c1OC (centres undefined),-9.6,55.5[activator],-15.9%,1.2%
CC(C)(C)OC(=O)NS(=O)(=O)NCc1ccco1,3.7,-18.8,4.9%,-27.8%
O=C(NCCNCCO)C1(C(F)(F)F)CC(CCc2ccccc2)CCCO1 (centres undefined),0.7,-6.7,?,?
C=CCOC(/C=C/c1ccccc1)C[Si](C)(C)C (centres undefined),2.7,-7.5,6.8%,12.0%

(cont.)
mol,FBPA coupling cs,Giardia killer,VP16 counter,RORgamma inh
CC(=O)c1ccc(-c2ccc(C3C4C=CCCC4(C)C(=O)N3Cc3ccccc3)c(F)c2)cc1 (centres undefined),-4.6,36.2[activator],-9.2%,44.6%
COc1ccc(C2CC(c3ccccc3)Oc3c(C)ccc(C)c32)cc1 (centres undefined),-0.8&2.0,7.2&5.1,0.7%&-6.3%,7.0%&15.3%
COc1ccc(CN2CCC3C=CCC(C(=O)O)C3C2=O)cc1OC (centres undefined),6.7,-15.8,-7.0%,-12.8%
COc1ccc(C2/C=C\CN(CC(C)C)C(C)C(=O)N2Cc2ccc(F)cc2)cc1 (centres undefined),-1.5,18.8,-12.6%,50.8%

Some of these compounds in order of the RORgamma inh value, falling:
structure | RORgamma inh
CC(=O)Nc1ccn(C2CC3OCC(NC(=O)C4CCCN4C(=O)OC(C)(C)C)C3O2)c(=O)n1 (centres undefined) | 0.7%
C=CCCn1c(Cl)c(C#N)sc1=O | -5.4%
COc1ccc(C(CCN2CCOCC2)c2c(OC)cc(OC)c3c2OC(=O)CC3c2ccc(OC)cc2)cc1 (centres undefined) | -12.3%

Only part of the results is shown; count on the stated rates, not on these rows.
